Screens as filed in PubChem BioAssay.
MrgX1 ag: activates human MrgX1 receptor signaling. Q96LB2. B-score at 10 µM. MrgX1-HEK293 cells, Fluo-4 calcium fluorescence, agonist mode; stronger effect = higher value. hit rate 0.44% among 310,000;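 active = calcium response B-score plate-corrected fluorescence ratio at least 3 library SD, with starting fluorescence B-score inside 5 SD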
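Material – MrgX1-expressing HEK293 cells · Input – 15,000 cells seeded per well · Dosing – compound as first of three additions · Times – overnight seeding, then 1 h dark dye loading · Measured by – kinetic Fluo-4 NW fluorescence of intracellular calcium · Read-out – B-scored fluorescence response ratio · Benchmarks – positive and negative control wells on each plate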
RGS4 act: RGS4 potentiation or activation. HEK293 M3R/inducible RGS4, carbachol calcium flux Fluo4; stronger effect = lower value. B-score at 10 µM. hit rate 0.92% among 310,000. AID 463111;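 active = B-score of the integrated calcium signal more than 4 SD below the library mean, with starting fluorescence not abnormally high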;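 note: negative B-score means reduced calcium response which marks RGS4 activation or potentiation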
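Also added: carbachol at ECmax as muscarinic agonist stimulus; Assay system: HEK293 cells with stable M3R and inducible RGS4; Timing: overnight RGS4 induction, 30 min dye load 37 °C, 20 min compound RT; Measured by: Fluo4-AM (2 µM) calcium-flux fluorescence, kinetic read.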
KCNQ1 block: human KCNQ1 channel inhibition; CHO-K1 KCNQ1, FluxOR thallium flux fluorescence; stronger effect = higher value; hit rate 1.3% among 310,000; P51787; B-score at 10 µM;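 active = compounds whose thallium flux B-score, printed positive for inhibition, exceeds three library SD while starting fluorescence stays within three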;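 note: channel opened by potassium depolarization with thallium stimulus after 20 min compound exposure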
KCNK3 block: human KCNK3 channel inhibition, primary screen; O14649; CHO-KCNK3 thallium flux, FluxOR fluorescence; stronger effect = lower value; B-score at 10 µM; hit rate 0.84% among 340,000; AID 602410;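 active = B-score under library mean minus 4 SD, starting fluorescence ratio at most library mean plus 5 SD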;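 note: more negative B-score means stronger inhibition of thallium flux through KCNK3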
KCNQ1 pot: potentiators or activators of human KCNQ1 potassium channel; P51787; CHO-K1 KCNQ1, thallium flux FluxOR fluorescence; stronger effect = higher value; B-score at 10 µM; hit rate 0.35% among 310,000; AID 2648;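 active = fluorescence ratio B-score, a plate-corrected score, at least three library SD, with initial intensity B-score within 5 SD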
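Assay system: stable KCNQ1 CHO-K1 line; medium: assay buffer, equal DMSO in all wells; timing: 90 min dye loading and 20 min compound exposure, both at room temperature; technique: kinetic FluxOR thallium fluorescence, 10-s 1-Hz baseline, 110-s post-stimulus read; read-out basis: B score of baseline-normalized fluorescence ratio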
hERG rescue: shields human hERG channel from block by proarrhythmic agents; Q12809; CHO-hERG, FluxOR thallium flux, dofetilide IC70 present; activation (rescue from dofetilide block), less the hit threshold, % at 10 µM; hit rate 0.51% among 310,000;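 active = activation above the mean of controls blocked by dofetilide plus 5 SD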;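 note: thallium influx through hERG after potassium depolarization seen as dye fluorescence rise; in these data hits start at about 4.7%; inactives centre near -7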
MrgX1 PAM: human MrgX1 positive allosteric modulation, primary screen | B-score at 10 µM | hit rate 0.63% among 310,000 | MrgX1-HEK293, Fluo-4 calcium flux, FDSS; stronger effect = higher value | Q96LB2;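 active = plate-corrected calcium response at least 3 library SD above typical, normal starting fluorescence, not activating the receptor alone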;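 note: compound read alongside a low EC10 to EC30 dose of BAM8-22 agonist; peak minus trough fluorescence over baseline measured at the second addition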
RGS4 inh: inhibitors of human RGS4; hit rate 0.45% among 310,000; HEK293 M3R/RGS4 inducible, Fluo-4 calcium flux; stronger effect = higher value; triggered by carbachol at its EC20; B-score at 10 µM;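 active = B-score, a plate-corrected calcium signal, over three deviations above library mean, with baseline fluorescence within five deviations of library mean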;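 note: RGS4 expression induced by doxycycline in cells with stable M3 receptor; B-score is computed from the integrated fluorescence ratio over baseline after carbachol; higher B-score means a larger calcium signal and so more RGS4 inhibition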
KCNK9 inh: blocks the human KCNK9 two-pore domain potassium channel. Q9NPC2. AID 488922. B-score at 10 µM. hit rate 1.2% among 310,000. HEK293 KCNK9, FluxOR thallium flux fluorescence; stronger effect = lower value;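 active = ratio B-score over 3 SD below the library mean, with starting fluorescence within 5 SD of its mean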;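 note: negative B-score means less thallium flux so channel inhibition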
ANO1 block: blocks the mouse calcium-activated chloride channel TMEM16A | Q8BHY3 | HEK293 TMEM16A/YFP iodide influx fluorescence, ionomycin | normalized B-score (activity score, 25-100; higher = stronger inhibition) at 10 µM | hit rate 1.2% among 310,000;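 active = ratio plate-corrected score three or more library SD toward inhibition, starting fluorescence score within five deviations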;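 note: score derived from kinetic fluorescence span divided by baseline fluorescence per well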
Target sequence (Q8BHY3 whole entry, looked up): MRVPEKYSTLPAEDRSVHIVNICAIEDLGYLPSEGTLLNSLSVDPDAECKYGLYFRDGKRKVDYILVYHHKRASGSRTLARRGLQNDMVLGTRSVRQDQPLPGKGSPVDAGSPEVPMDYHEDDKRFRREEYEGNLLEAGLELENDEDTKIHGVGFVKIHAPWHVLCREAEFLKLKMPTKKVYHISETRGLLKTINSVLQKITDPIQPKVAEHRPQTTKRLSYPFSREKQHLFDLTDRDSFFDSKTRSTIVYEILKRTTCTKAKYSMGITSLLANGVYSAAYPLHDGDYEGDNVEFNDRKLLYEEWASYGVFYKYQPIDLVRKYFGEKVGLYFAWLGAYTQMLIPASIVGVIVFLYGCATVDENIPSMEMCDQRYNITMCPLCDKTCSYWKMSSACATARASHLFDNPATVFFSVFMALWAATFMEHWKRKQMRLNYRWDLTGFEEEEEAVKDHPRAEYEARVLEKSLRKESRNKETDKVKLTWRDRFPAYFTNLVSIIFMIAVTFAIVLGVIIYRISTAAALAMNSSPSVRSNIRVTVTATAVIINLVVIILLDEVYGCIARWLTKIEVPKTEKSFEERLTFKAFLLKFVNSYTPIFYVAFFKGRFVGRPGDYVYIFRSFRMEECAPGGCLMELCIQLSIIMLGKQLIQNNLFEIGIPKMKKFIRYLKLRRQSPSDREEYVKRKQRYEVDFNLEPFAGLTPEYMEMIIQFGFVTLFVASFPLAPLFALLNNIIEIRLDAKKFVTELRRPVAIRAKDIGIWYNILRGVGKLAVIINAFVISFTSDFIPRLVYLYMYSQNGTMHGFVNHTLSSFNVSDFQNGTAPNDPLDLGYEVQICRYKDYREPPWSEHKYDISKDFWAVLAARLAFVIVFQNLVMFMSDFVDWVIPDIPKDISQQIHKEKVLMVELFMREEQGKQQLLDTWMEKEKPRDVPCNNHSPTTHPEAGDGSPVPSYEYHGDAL
ANO1 activ: activators or potentiators of mouse TMEM16A chloride channel; hit rate 0.3% among 340,000; HEK293 TMEM16A/YFP-H148Q/I152L, iodide quench fluorescence; stronger effect = lower value; AID 623877; B-score at 10 µM; Q8BHY3;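 active = fluorescence-ratio B-score plate-corrected deviation score at least 3 library SD below zero, with starting fluorescence score within 5 deviations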;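 note: channel opened by trigger with iodide after compound preincubation; score built on the fluorescence ratio of max minus min over baseline; more negative score means more quench and so TMEM16A activation or potentiation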
An asterisk follows results filed as active; i = inactive; . = no result given. Rows are unselected; any-hit rate near 6.3%.

| Molecule | RGS4 act | ANO1 activ | KCNQ1 pot | KCNK9 inh | hERG rescue | MrgX1 PAM | KCNK3 block | KCNQ1 block | RGS4 inh | MrgX1 ag | ANO1 block |
| --- | --- | --- | --- | --- | --- | --- | --- | --- | --- | --- | --- |
| Nc1cccnc1Oc1ccc(F)cc1 | i | i | i | i | -4 | i | i | i | i | i | i |
| O=c1c2ccccc2ncn1-c1ccc([N+](=O)[O-])cc1[N+](=O)[O-] | i | i | i | i | -5 | i | i | i | i | i | i |
| C=CCn1c(CCc2cc(C(C)(C)C)c(O)c(C(C)(C)C)c2)n[nH]c1=S | i | i | i | i | -8 | i | i | i | i | i | i |
| CC12COC3(C(N)=O)CC1CCC32C (configuration not stated) | i | i | i | i | -7 | i | i | i | i | i | i |
| Nc1nnc(N2CCc3ccccc32)s1 | i | i | i | i | -4 | i | i | i | i | i | i |
| Cc1cc(NC(=O)c2cncc(Br)c2)n(-c2ccccn2)n1 | i | i | i | i | -6 | . | i | i | i | . | . |
| CC1CCN(S(=O)(=O)c2ccc(C(=O)Nc3nnc(-c4ccco4)o3)cc2)CC1 | i | i | i | i | -5 | i | i | i | i | i | i |
| CCOC(=O)Cc1csc(NC(=O)CSc2nnc(-c3cccnc3)n2Cc2ccco2)n1 | i | i | i | i | -6 | i | i | i | i | i | 100* |
| Cc1cc(=O)c2cc(Br)ccc2[nH]1 | i | i | i | i | -11 | i | i | i | i | i | i |
| Cc1[nH]n(-c2c(Cl)cc(Cl)cc2Cl)c(=O)c1C=Nc1ccc(S(=O)(=O)N2CCOCC2)cc1 | i | i | i | i | -3 | i | i | i | i | i | i |
| Cn1c(=O)c2c(nc(NCCCN3CCOCC3)n2Cc2cccc(Cl)c2)n(C)c1=O | i | i | i | i | -14 | i | i | i | i | i | i |
| O=C(c1cc(-c2ccco2)nc2ccccc12)N1CCN(c2ccc(F)cc2)CC1 | i | i | i | i | -15 | i | i | i | i | i | i |
| O=C(CC(=O)N/N=C/c1ccc(C(=O)O)cc1)NCCc1ccccc1 | i | i | i | i | -9 | i | i | i | i | i | i |
| CCc1c(C)c2c(C)nn(-c3ccccc3)c2oc1=O | i | i | i | i | -3 | i | i | i | i | i | i |
| CCCCOC(=O)C1[C@H]2C(=O)N(Cc3cccs3)C[C@]23C=C[C@H]1O3 (some centres not stated) | i | i | i | i | -8 | i | i | i | i | i | i |
| CCCOc1ccc(C(=O)CCC(=O)NNC(=O)c2ccncc2)cc1 | i | i | i | i | -14 | i | i | i | i | i | i |
| COc1ccc(CCN=C(N)NS(=O)(=O)c2ccccc2)cc1OC | i | i | i | i | -2 | i | i | i | i | i | i |
| N=c1c(S(=O)(=O)c2ccc(Cl)cc2)cc2c(=O)n3ccccc3nc2n1C1CCCCC1 | i | i | i | i | -13 | i | i | i | i | i | i |
| CCC(C)C(NC(=O)C1CCC(C)CC1)C(=O)NC(C(=O)OC)C(C)C (configuration not stated) | i | i | i | i | -5 | i | i | i | i | i | i |
| CC1Cc2nc(SCC(=O)N3CCc4ccccc43)n(C)c(=O)c2S1 (configuration not stated) | i | i | i | i | -10 | i | i | i | i | i | i |
| COc1ccc(NC(=O)c2c(C(F)(F)F)nn(C)c2Cl)cc1 | i | i | i | i | 2 | i | i | i | i | i | i |
| COc1cc(/C=C2\SC(=S)N(Nc3ncc(C(F)(F)F)cc3Cl)C2=O)cc(OC)c1OC | i | i | i | i | -12 | i | i | i | i | i | i |
| CC1=C(C#N)C(=O)N(C2CCS(=O)(=O)C2)C(=O)/C1=C\c1ccco1 (configuration not stated) | i | . | i | i | -4 | i | . | i | i | i | i |
| CC(C)CN1CCN(Cc2cccc3cccnc23)CC1CCO (configuration not stated) | i | i | i | i | -10 | i | i | i | i | i | i |
| Cn1c(=O)cc(OCCCC(=O)NCc2ccco2)c2ccccc21 | i | i | i | i | -12 | i | i | i | i | i | i |
| Nc1nc2c(s1)COc1ccccc1-2 | i | i | i | i | -5 | i | i | i | i | i | i |
| O=C(N/C(=C/c1cccc([N+](=O)[O-])c1)C(=O)N1CCCCC1)c1cccs1 | i | i | i | i | -2 | i | i | i | i | i | i |
| COCCn1c(N)c(N(Cc2ccccc2)C(=O)C2=COCCO2)c(=O)[nH]c1=O | i | i | i | i | -7 | i | i | i | i | i | i |
| COc1ccccc1N(C)C(=O)c1cc(S(=O)(=O)N2CCc3ccccc32)cn1C | i | i | i | i | -14 | i | i | i | i | i | i |
| FC(F)(F)c1ccc(-n2ccnc2)nc1 | i | i | i | i | -11 | i | i | i | i | i | i |
| COc1ccccc1C(=O)NC(=O)COC(=O)CCNS(=O)(=O)c1ccccc1 | i | i | i | i | -13 | i | i | i | i | i | i |
| Cc1cc(C)cc(NC(=O)CSc2nc(=O)n(CCN3CCOCC3)c3c2CCCC3)c1 | i | i | i | i | -11 | i | i | i | i | i | i |
| Cc1nc2c(-c3ccc(F)cc3)c(C)[nH]n2c(=O)c1Cl | i | i | i | i | -8 | i | i | i | i | i | i |
| COc1ccc(/C=C/C(=O)Nc2nc(C)c(C(=O)N(C)C)s2)cc1OC | i | i | i | i | -5 | i | i | i | i | i | i |
| Cc1ccc(C(=O)c2cc3ccccc3o2)cc1C | i | i | i | i | -9 | i | i | i | i | i | i |
| COc1ccc(NC(=O)c2cc(-c3ccc(OC)c(OC)c3)nc3ccccc23)c(OC)c1 | i | i | i | i | -4 | i | i | i | i | i | i |
| O=C1Nc2ccc(Cl)cc2C(C#CC2CC2)(C(F)(F)F)O1 (configuration not stated) | i | i | i | -8.2* | -6 | i | i | i | i | i | i |
| Cc1nnc(-c2cccc(Br)c2)c2cn(-c3ccc(Br)cc3)nc12 | i | i | i | i | -11 | i | i | i | i | i | i |
| N#Cc1c(N)nc2c(c1N)CC(=O)N2c1ccccc1-c1ccccc1 | i | i | i | i | -11 | i | i | i | i | i | i |
| CCOC(=O)c1c(C)[nH]c(C2=NNC(=Nc3cccc(Cl)c3)SC2)c1C | i | . | i | i | -17 | 22* | . | i | i | i | i |
| COc1ccc(CCNC(=O)c2cc3cc(F)ccc3nc2C)cc1OC | i | i | i | i | -6 | i | i | i | i | i | i |
| O=C(CN1CCN(S(=O)(=O)c2ccccc2)CC1)Nc1ccc([N+](=O)[O-])cc1 | i | i | i | i | -10 | i | i | i | i | i | i |
| c1ccc(Cn2c(-c3cccs3)nc3nc4ccccc4nc32)cc1 | i | . | i | i | -4 | . | . | i | i | . | . |
| CCn1ccc(C(=O)Nc2ncc(C)s2)n1 | i | i | i | i | -9 | i | i | i | i | i | i |
| CC(C)(C)c1cc(C(=O)N/N=C/c2ccncc2)n[nH]1 | i | i | i | i | -12 | i | i | i | i | i | i |
| CN(Cc1ccccc1)Cc1nc2c([nH]1)c(=O)n(C)c(=O)n2C | i | i | i | i | -10 | i | i | i | i | i | i |
| COc1ccc(CSc2nc3ccccc3[nH]2)cc1 | i | i | i | i | -11 | i | i | i | i | i | i |
| Cc1cc2cc(CN(CC3CCCO3)C(=S)Nc3ccccc3)c(=O)[nH]c2cc1C (configuration not stated) | i | i | i | i | -8 | i | i | i | i | i | i |
| Cc1cccc(N(Cc2ccc(Cl)cc2)S(C)(=O)=O)c1 | i | i | i | i | -10 | i | i | i | i | i | i |
| O=C(CCS(=O)(=O)Cc1ccccc1F)NCc1ccccc1Cl | i | i | i | i | -6 | i | i | i | i | i | i |
| Cn1c(NCCCO)nc2c1c(=O)n(Cc1ccccc1F)c(=O)n2C | i | i | i | i | -15 | i | i | i | i | i | i |
| O=C(O)CCCNC(=O)/C(=C\C=C\c1ccccc1)NC(=O)c1ccccc1Cl | i | i | i | i | -10 | i | i | i | i | i | i |
| CN(C)CCCN(C(=O)c1ccc(S(=O)(=O)N2CCCCCC2)cc1)c1nc2ccc(Br)cc2s1 | i | i | i | i | -25 | i | i | i | i | i | i |
| CCCCCC(=O)N1CCN(CCN=CC2=C(O)CC(c3ccc(OC)cc3)CC2=O)CC1 (configuration not stated) | i | i | i | i | -5 | i | i | i | i | i | i |
| C#CCOc1ccc(/C=C2/C(=O)ON=C2C)cc1OCC | i | i | i | i | -3 | i | i | i | 6.2* | i | i |
| CN(C(=O)CSc1nc(-c2ccccc2)c(-c2ccccc2)o1)C1CCS(=O)(=O)C1 (configuration not stated) | i | i | i | i | -12 | i | i | i | i | i | i |
| COc1ccccc1N1N=C(C(=O)c2ccccc2)C2C(=O)N(c3ccc(Br)cc3)C(=O)C21 (configuration not stated) | i | i | i | i | -7 | i | i | i | i | i | i |
| O=C(c1cccc(NC2=NC3CS(=O)(=O)CC3S2)c1)N1CCN(c2cccc(Cl)c2)CC1 (configuration not stated) | i | i | i | i | -10 | i | i | i | i | i | i |
| CCn1c(SCc2ccc(F)cc2)nnc1-c1nn(-c2ccccc2)ccc1=O | i | i | i | i | -3 | i | i | i | i | i | i |
| CCn1cc(C(=O)NCc2ccccc2F)c(=O)c2ccc(C)nc21 | i | i | i | i | -6 | i | i | i | i | i | i |

Going on with the list.
| Molecule | RGS4 act | ANO1 activ | KCNQ1 pot | KCNK9 inh | hERG rescue | MrgX1 PAM | KCNK3 block | KCNQ1 block | RGS4 inh | MrgX1 ag | ANO1 block |
| --- | --- | --- | --- | --- | --- | --- | --- | --- | --- | --- | --- |
| COc1cc(/C=N/Nc2ccc(Cl)c(C(=O)O)c2)ccc1OCC(=O)N1C(C)CCCC1C (configuration not stated) | i | i | i | i | 3 | i | i | i | i | i | i |
| Cc1c(CC(=O)NCC(C)C)c(=O)oc2cc3c(cc12)CCC(C)(C)O3 | i | i | i | i | -5 | i | i | i | i | i | i |
| Cc1ccc(C2CC(c3cccc(Br)c3)n3nc(N)nc3N2)cc1 (configuration not stated) | i | i | i | i | -7 | i | i | i | i | i | i |
| O=C(CN1CCC(O)(c2ccc3c(c2)OCO3)CC1)N1CCOCC1 | i | i | i | i | -5 | i | i | i | i | i | i |
| COc1ccc(NC(=S)NC(NC(=O)/C=C/c2ccccc2)C(Cl)(Cl)Cl)cc1 (configuration not stated) | i | i | i | i | -10 | i | i | i | i | i | i |
